KB-V1 MDR tox: KB-V1 MDR subline cytotoxicity. 400,000 compounds, 3.4% hits. AID 1347076. Potency, µM (doses to about 46.1 µM), for inactives: at the top dose activity change, negative = cytotoxicity, actives largely listed as cytotoxic. KB-V1 MDR cells viability, CellTiter-Glo, 72 h; note: % is set by controls: 0 for no effect and ±100 for the full control effect; nearly all actives have a fitted effect of over 60% in size
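KB-V1, DMEM (no phenol red) + 10% FBS; cpd pin-transferred, titration series; 72 h, 37 degrees C; CellTiter-Glo, luminescence. Data normalized, curve-fit.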
HT1080 IDH1KD tx: kills HT-1080 cells with IDH1 knockdown; HT-1080 IDH1 knockdown viability, ATP luminescence, 48 h; Potency, µM (doses to about 46.1 µM), for the others: at the highest dose activity, negative = toxicity, usual class: cytotoxic; 360,000 compounds, 2% hits; AID 686971;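 note: 0% = DMSO wells and -100% = cell-free medium wells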
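IDH1KD HT-1080 cells, 750/well, RPMI + 5% FBS; compound pinned after 2 h settling; 48 h, 37 °C; CellTiter-Glo luminescence; % activity normalised to DMSO and no-cell wells; curves fitted, classed by r2 and efficacy.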
HT1080-NT tox: kills 2HG-producing HT-1080-NT fibrosarcoma cells; HT-1080-NT fibrosarcoma viability, CellTiter-Glo ATP luminescence, 48 h; AID 686970; Potency, µM (top dose mostly 46.1 µM), for the others: top-dose activity, negative = less viability, usual class: cytotoxic; 360,000 compounds, 1.6% hits;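 note: NT is the 2HG producing partner of a matched IDH1 knockdown line; 0% = DMSO-treated cells and -100% = media-only wells without cells; nearly all actives have a fitted effect of over 55% in size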
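A 48-hour cytotoxicity screen used HT-1080-NT cells plated 2 hours before compound delivery. ATP-based CellTiter-Glo luminescence measured viability, normalized to DMSO and no-cell controls.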
TDP43 rescue: rescues yeast growth from TDP-43 toxicity; Potency, µM (series often up to 46.1 µM), for inactives: at the top dose growth rescue (activation), actives largely listed as activators; 410,000 compounds, 1.8% hits; AID 652104; TDP-43 expressing yeast growth rescue, BacTiter-Glo, 24 h; note: % of control where 0% means no effect; nearly all actives have a fitted effect of over 50% in size
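Yeast cells expressing TDP-43 under galactose induction are exposed to compounds for 24 hr at 30 deg C. BacTiter-Glo luminescence measures growth, so protective compounds score as activators.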
GLP-1R inv ag: inverse agonists of human GLP-1 receptor. HEK293 GLP-1R CRE-luciferase, luminescence, 24 h; GLP-1R form is constitutively active. Potency, µM (series often up to 38.3 µM), inactives show top-dose activity change, negative = inhibition, actives largely listed as inhibitors. 410,000 compounds, 1.6% hits. AID 624417; note: % is set by controls: 0 for no effect and ±100 for the full control effect; nearly all actives have a fitted effect of over 55% in size
Target sequence (P43220 whole entry, looked up): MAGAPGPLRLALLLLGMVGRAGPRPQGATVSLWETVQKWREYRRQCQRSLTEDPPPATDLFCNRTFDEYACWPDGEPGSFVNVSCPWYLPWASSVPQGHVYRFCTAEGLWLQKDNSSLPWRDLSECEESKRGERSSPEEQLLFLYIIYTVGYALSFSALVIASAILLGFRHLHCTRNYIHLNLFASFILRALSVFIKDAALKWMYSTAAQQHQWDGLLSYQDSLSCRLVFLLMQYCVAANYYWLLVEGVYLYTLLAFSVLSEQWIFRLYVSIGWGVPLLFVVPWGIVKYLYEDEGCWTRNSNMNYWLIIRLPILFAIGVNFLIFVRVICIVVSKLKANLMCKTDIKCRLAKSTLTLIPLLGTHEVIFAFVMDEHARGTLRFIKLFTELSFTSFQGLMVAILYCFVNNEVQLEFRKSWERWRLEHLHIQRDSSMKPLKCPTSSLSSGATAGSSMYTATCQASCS
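Using stably transfected HEK293 (constitutively active GLP-1R, cAMP-luciferase reporter), compounds were incubated 24 hr and luciferase measured by luminescence.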
GLP1R cytotox: cytotoxicity counter-screen for GLP-1 receptor inverse agonists; AID 624418; Potency, µM (top dose mostly 38.3 µM), for the others: top-dose activity change, negative = inhibition, usual class: inhibitors; HEK293 cAMP-luciferase reporter cells, luminescence, 24 h; 410,000 compounds, 0.13% hits;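 note: loss of luciferase light is scored as toxicity; % is set by controls: 0 for no effect and ±100 for the full control effect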
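1536-well qHTS counterscreen of the MLSMR; 200 cells/uL, 12 h pre-incubation, 23 nL cpd, 24 h at 37 deg C 5% CO2, luciferase detection reagent, 12 min RT, luminescence. Inhibition = undesired.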
GLP-1R agonist: activates the human GLP-1 receptor. HEK293 GLP-1R CRE-luciferase, luminescence, 4-6 h; cells express a hypersensitive GLP-1R form. P43220. AID 624172. 380,000 compounds, 0.007% hits. Potency, µM (titrated, usually from 45.6 µM), for inactives: top-dose activation, most hits filed as activators; note: % of control where 0% means no effect
SW480 rerep: inducers of DNA re-replication in SW480 colon cancer cells; Potency, µM (top dose mostly 46.1 µM), for the others: at the top dose re-replication activation, actives largely listed as activators; SW480 DNA re-replication, Hoechst DNA content imaging, 48 h; 340,000 compounds, 1.8% hits; AID 624297; note: % of control where 0% means no effect; nearly all actives have a fitted effect of over 55% in size
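DNA re-replication was detected as more nuclei of elevated Hoechst intensity after 48 hr exposure to compound (23 nL pinned per well of 250 cells).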
KB-3-1 tox: kills parental KB-3-1 adenocarcinoma cells; KB-3-1 viability, CellTiter-Glo ATP luminescence, 72 h; Potency, µM (highest dose often 46.1 µM), without a hit: at the top dose activity change, negative = cytotoxic, most hits filed as cytotoxic; 400,000 compounds, 1.4% hits; note: % is set by controls: 0 for no effect and ±100 for the full control effect; nearly all actives have a fitted effect of over 60% in size
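Luminescent ATP read-out (CellTiter-Glo) measures survival of drug-naive KB-3-1 cells after 72 h compound exposure at 37 °C. Titration series was screened from lowest to highest concentration, with DMSO vehicle plates as background controls.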
* marks the source's active call; other numbers are inactive results; ? = inconclusive; / = not tested or not shown; [ ] = dose if it differs, or a comment. Calls come from the whole dose curve; as a rule, active = well fitted curve in the direction sought with a large enough effect; inconclusive = small, poorly fitted or top-dose-only effect, or another doubt; inactive = no such curve, though single readings can be large; an effect the other way counts as inactive or inconclusive. Potency is the fitted concentration of half-maximal effect. Outcome played no part in choosing rows. Share with any hit: about 9.4%.

molecule	KB-V1 MDR tox	HT1080 IDH1KD tx	HT1080-NT tox	TDP43 rescue	GLP-1R inv ag	GLP1R cytotox	GLP-1R agonist	SW480 rerep	KB-3-1 tox
O=c1[nH]c(SCc2ccc(Cl)cc2)nc2ccsc12	-3%	0%	-22%	-14%	24%	2%	14%	-4%	?
O=[N+]([O-])c1ccc(Oc2cccc(F)c2)c2ccncc12	?	-13%[9.24 µM]	?	?	?	-23%	1%	-2%	?
O=C(NCCO)c1ccc2c(c1)S(=O)(=O)c1ccccc1C2=O	?	14%	8%	-4%	20%	0%	6%	-3%	13%
CCc1nc(C)c(C(=O)N2CCCC(C(=O)Nc3cccc(-c4cccc(C)c4)c3)C2)o1 (stereo not given)	?	-21%	2%	-6%	?	-6%	4%	?	-16%
COC(=O)C(Cc1ccc(OC(=O)c2ccc(C(F)(F)F)cc2)cc1)N1Cc2ccccc2C1=O (stereo not given)	-2%	-25%	-5%	-21%	-20%	-20%	-29%	28%	1%
CCCCCC(=O)N1C[C@H](O)[C@@H](n2cc(COC(=O)c3ccccc3)nn2)C[C@@H]1c1ccc(C)cc1	9%	-9%	-15%	12%	?	-12%	0%	/	-4%
O=C(NCc1ccccc1)c1onc(CSc2ccccc2)c1C(=O)NCC1CC1	?	-1%	-16%	14%	3.5µM*	0%	-4%	-7%	?
Nc1c(Cl)cc(Cl)cc1C(=O)OCC(=O)N1CCCC1	-1%	11%	15%	-10%	5%	-5%	7%	-2%	-21%
Cc1ccc(CN2C(=O)CSc3ccc(C(=O)NCCN4CCOCC4)cc32)cc1	?	2%	-1%	17%	-3%	2%	-7%	-4%	5%
COc1ccccc1C1CC(c2ccccc2)=NN1C(=O)c1ccccc1 (stereo not given)	-7%	-5%	-11%	-1%	8.9µM*	?	-4%	?	?
COc1ccc(NC(=O)c2ccc3nc(C(C)C)oc3c2)cc1OC	-9%	/	/	9%	20%	8%	/	/	-2%
c1ccc(-c2nnc(Cn3c4ccccc4c4nc5ccccc5nc43)o2)cc1	2%	13%	16%	2%	16%	-4%	-10%	1%	14%
CC1=C/C(=N\N=C2\NC(=O)C(CC(=O)Nc3ccccc3)S2)CC(C)(C)C1 (stereo not given)	-9%	-9%	-13%	7%	?	?	4%	-110%[inhibitor]	1%
CCN(CC(=O)Nc1cc(Cl)ccc1C)C(=O)CCOc1ccc(C)cc1	-1%	2%	2%	12%	?	-2%	-6%	-3%	-6%
CCCc1cc(=O)c2c(O)cccc2o1	16%	-13%	-3%	-6%	3%	8%	-1%	-8%	10%
CCCC(=O)N(CCN1CCOCC1)c1nc2c(C)ccc(C)c2s1	-6%	-15%	-14%	11%	?	-8%	11%	4%	-19%
CC(=O)Nc1nc2ccccc2n1Cc1ccccc1C	-5%	?	?	15%	?	?	-13%	21%	?
COc1ccc(-c2csc(NCCc3nc4cc(Cl)c(Cl)cc4n3CCCO)n2)cc1	-2%	?	-20%	24%	?	-27%	-5%	-4%	?
COc1ccccc1N1CCN(Cc2cc(Br)c(O)c3ncccc23)CC1	?	?	?	-17%	?	1.1µM*	-7%	5.2µM*	?
Cc1cccc(N2CCN(S(=O)(=O)c3ccc4c(c3)CC(C)N4C(=O)C3CC3)CC2)c1C (stereo not given)	-26%	-1%	?	5%	-30%	-7%	5%	-7%	?

Following part.
molecule	KB-V1 MDR tox	HT1080 IDH1KD tx	HT1080-NT tox	TDP43 rescue	GLP-1R inv ag	GLP1R cytotox	GLP-1R agonist	SW480 rerep	KB-3-1 tox
COc1ccc(-c2cc(C(=O)NCc3cn(C)nc3C)c3ccccc3n2)cc1OC	?	7%	-4%	5%	19%	-9%	0%	5%	12%
Cn1ccc2cc(S(=O)(=O)N3CCN(C(=O)Nc4cccc(F)c4)CC3)ccc21	-10%	/	/	?	16%	4%	-1%	/	3%
COc1ccc(Br)c(C=O)c1OS(=O)(=O)c1ccc(C)cc1	?	?	-3%	26%	?	?	1%	/	0%
O=C(/C=C\c1cn(-c2ccccc2)nc1-c1cccs1)N1CCOCC1	?	-10%	-8%	?	?	0%[1.53 µM]	-1%	4%	?
Cc1ccc(C)c(N2CCN(C(=O)c3ccc(Cn4c(=O)[nH]c5ccccc5c4=O)cc3)CC2)c1	?	?	?	8%	?	?	-1%	?	?
Cc1cccc2c(C(=O)N3CCN(c4ccccc4)CC3)cc(-c3ccncc3)nc12	3.7µM*	1.3µM*	1.3µM*	12%	?	-27%	18%	6.5µM*	4.1µM*
COCCN1C(=O)c2ccccc2C(C(=O)NCc2ccco2)C1c1c[nH]c2ccccc12 (stereo not given)	4%	-5%	-1%	-2%	-8%	-27%	-12%	-2%	0%
COc1ccc(S(=O)(=O)NC(C(C)C)C(C)C)cc1OC	-28%	2%	6%	-12%	?	-13%	4%	12%	4%
Cn1c(Cn2c(=O)sc3ccccc32)nnc1SCC(=O)NCc1ccco1	9%	-3%	8%	-13%	20%	6%	3%	-3%	1%
Cn1c(=O)n(C)c2cc(N3CCOCC3)c(NC(=O)c3ccccc3Br)cc21	18%	/	/	-9%	4%	-16%	/	/	0%
O=C(NCC1CCCO1)c1ccc(NC(=O)C2C3C=CC(C3)C2C(=O)O)cc1 (stereo not given)	9%	5%	5%	3%	-2%	-2%	-8%	2%	10%
CCNc1c(NS(=O)(=O)c2ccc([N+](=O)[O-])cc2)c(=O)oc2ccccc12	-14%	4%	0%	4%	16%	7%	2%	-1%	17%
COCCNC(=O)CN(C(=O)CCC(=O)Nc1nccs1)c1ccc2c(c1)OCO2	8%	-1%	4%	8%	-4%	0%	4%	-4%	12%
CCSc1ncc(Cl)c(C(=O)Nc2nc3ccc(OC)cc3s2)n1	-4%	/	/	19%	10%	3%	/	/	-3%
O=C(NCCc1ccccc1)c1c(F)c(F)c(F)c(F)c1F	3%	-7%	4%	?	26%	-8%	0%	8%	0%
CC1(C)CC(=O)c2cnc(NCc3ccco3)nc2C1	?	1%[9.24 µM]	8%	14%	?	3%	2%	-2%	26%
O=C(Nc1ccccc1C(=O)NC1CC1)c1ccccc1	?	-3%	0%[9.24 µM]	17%	-1%	2%	0%	-14%	-4%
CC(C)n1c(SCC(=O)Nc2ccc(F)cc2)nnc1C1CC1	/	2%	-5%	-9%	4%	14%	2%	0%	/
O=C(NCCc1cccc(Cl)c1)c1cccc(-n2cnnn2)c1	0%	3%	6%	0%	-15%	3%	-4%	4%	6%
CS(=O)(=O)c1ccc(Cl)c(NC(=O)C2CCCN(C(=O)c3ccc(Cl)cc3)C2)c1 (stereo not given)	0%	5%	-2%	-20%	7%	-1%	0%	-4%	-6%

The list goes on.
molecule	KB-V1 MDR tox	HT1080 IDH1KD tx	HT1080-NT tox	TDP43 rescue	GLP-1R inv ag	GLP1R cytotox	GLP-1R agonist	SW480 rerep	KB-3-1 tox
O=[N+]([O-])c1cccc(/C=N/N2CCN(Cc3ccccc3)CC2)c1	8%	10%	9%	-12%	7%	1%	19%	-19%	7%
CCCc1nn2c(=O)cc(CSCC(=O)Nc3nnc(C(C)C)s3)nc2s1	23%	6%	3%	6%	12%	?	1%	-1%	-5%
O=C(COC(=O)c1ccc2[nH]c3c(c2c1)CCCC3)Nc1ccccc1Cl	1%	17%	21%	10%[9.22 µM]	11%	-4%	2%	-1%	-7%
O=C1CN(C(=O)CN2CCOCC2)C(c2ccccc2)c2cc(Br)ccc2N1 (stereo not given)	6%	7%	1%	18%	-3%	-11%	-2%	-6%	1%
CCCn1c(N)cc(=O)n(CCC)c1=O	12%	-3%	-2%	19%	5%	1%	-3%	-36%[inhibitor]	-11%

By substructure: the compounds so far containing a nitro group on carbon
molecule	KB-V1 MDR tox	HT1080 IDH1KD tx	HT1080-NT tox	TDP43 rescue	GLP-1R inv ag	GLP1R cytotox	GLP-1R agonist	SW480 rerep	KB-3-1 tox
O=[N+]([O-])c1ccc(Oc2cccc(F)c2)c2ccncc12	?	-13%[9.24 µM]	?	?	?	-23%	1%	-2%	?
CCNc1c(NS(=O)(=O)c2ccc([N+](=O)[O-])cc2)c(=O)oc2ccccc12	-14%	4%	0%	4%	16%	7%	2%	-1%	17%
O=[N+]([O-])c1cccc(/C=N/N2CCN(Cc3ccccc3)CC2)c1	8%	10%	9%	-12%	7%	1%	19%	-19%	7%

Shown as a hit in GLP-1R inv ag (from the list above):
molecule	GLP-1R inv ag	GLP-1R agonist	SW480 rerep
O=C(NCc1ccccc1)c1onc(CSc2ccccc2)c1C(=O)NCC1CC1	3.5µM*	-4%	-7%
COc1ccccc1C1CC(c2ccccc2)=NN1C(=O)c1ccccc1 (stereo not given)	8.9µM*	-4%	?

Compound activity deposited in PubChem BioAssay by National Center for Advancing Translational Sciences (NCATS).
